Source: PubChem BioAssay (National Center for Advancing Translational Sciences (NCATS))
EPAC2 antag – EPAC2 (human) antagonism. Q8WZA2. EPAC2 GEF exchange of Rap1B-BODIPY-GDP, fluorescence. Potency, µM (doses to about 114 µM), for inactives: at the top dose activity, negative = inhibition, usual class: inhibitors. actives 0.18% (n = 360,000); also: potency is read from the fitted curve at half-maximal effect; % is scaled to controls: 0 for no effect and ±100 for the full control effect; nearly all actives have a fitted effect of over 45% in size; many of its hits are not listed in these tables
Target sequence (Q8WZA2 whole entry, looked up): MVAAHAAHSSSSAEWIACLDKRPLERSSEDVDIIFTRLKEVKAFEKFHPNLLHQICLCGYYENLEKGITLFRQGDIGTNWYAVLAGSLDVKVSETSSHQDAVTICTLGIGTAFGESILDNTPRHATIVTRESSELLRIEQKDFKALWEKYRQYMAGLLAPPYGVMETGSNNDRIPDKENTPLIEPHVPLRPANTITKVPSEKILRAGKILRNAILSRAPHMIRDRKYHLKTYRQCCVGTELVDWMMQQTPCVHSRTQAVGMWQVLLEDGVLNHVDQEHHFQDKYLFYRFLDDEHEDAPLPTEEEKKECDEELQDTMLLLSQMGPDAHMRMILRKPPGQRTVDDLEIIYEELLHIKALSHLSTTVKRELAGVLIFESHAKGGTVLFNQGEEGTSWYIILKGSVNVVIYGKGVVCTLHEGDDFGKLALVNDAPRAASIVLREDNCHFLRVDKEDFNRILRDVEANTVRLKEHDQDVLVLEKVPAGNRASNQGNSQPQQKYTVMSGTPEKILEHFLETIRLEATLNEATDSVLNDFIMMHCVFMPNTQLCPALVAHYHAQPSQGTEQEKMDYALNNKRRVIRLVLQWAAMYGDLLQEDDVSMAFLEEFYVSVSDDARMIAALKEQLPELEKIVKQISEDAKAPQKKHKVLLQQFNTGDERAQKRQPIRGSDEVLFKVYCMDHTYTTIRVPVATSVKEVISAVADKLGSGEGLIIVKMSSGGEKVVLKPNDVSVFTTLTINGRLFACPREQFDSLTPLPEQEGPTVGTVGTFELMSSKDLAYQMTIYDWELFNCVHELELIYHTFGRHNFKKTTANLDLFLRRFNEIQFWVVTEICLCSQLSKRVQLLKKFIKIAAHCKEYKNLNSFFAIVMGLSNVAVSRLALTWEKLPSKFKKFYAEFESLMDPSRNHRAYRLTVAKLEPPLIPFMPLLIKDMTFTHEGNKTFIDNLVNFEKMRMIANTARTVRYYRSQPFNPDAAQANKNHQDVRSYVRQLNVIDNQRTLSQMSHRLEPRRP
DRD3 agonist – D3 dopamine receptor (human) agonism; D3R DiscoveRx beta-arrestin cells, luminescence, 90 min; AID 652048; max activation, %; P35462; actives 0.58% (n = 410,000); in the data active = max activation above about 30%; also: 0% is about no effect; mostly tested at two doses, the higher about 12 µM
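Agonist mode: compounds and dopamine controls were applied to plated cells for 90 min at 37 degrees C after an overnight attachment at 1500 cells/well. Luminescent read-out followed 30 - 60 minutes at room temperature with DiscoveRx detection reagent.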
MmCpn inh – M. maripaludis TRiC chaperonin inhibition. purified Mm-Cpn ATPase, ADP Transcreener TR-FRET. Potency, µM (highest dose often 76.9 µM), inactives show at the top dose activity, negative = inhibition, hits mostly inhibitors. actives 0.031% (n = 330,000). AID 504842; also: potency is read from the fitted curve at half-maximal effect; % is scaled to controls: 0 for no effect and ±100 for the full control effect; nearly all actives have a fitted effect of over 80% in size
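Quantitative HTS used 25 nM Mm-CPN and 10 uM ATP in magnesium/KCl Tris buffer, pH 7.4, with 1 mM DTT. Hydrolysis ran 30 min at 37°C; ADP was read by HTRF.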
EPAC2 agonist – activates human EPAC2 exchange factor; AID 720711; EPAC2 activation, biochemical qHTS; response scale: 100% = 6.5 mM cAMP response; Potency, µM (series often up to 154 µM), for the others: top-dose activation, most hits filed as activators; actives 0.079% (n = 360,000); also: potency is read from the fitted curve at half-maximal effect; nearly all actives have a fitted effect of over 50% in size
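Guanine nucleotide exchange by EPAC2 is measured as reduced fluorescence of BODIPY-GDP once it is released from 250 nM Rap1B. Plates are read kinetically for 30 min at room temperature; results are scaled to 6.5 mM cAMP.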
PTHR1 ag – agonists of human PTHR1 parathyroid hormone receptor. Q03431. HEK293 GP2 PTHR1 cells, GloSensor cAMP luminescence, 1 h. Potency, µM (highest dose often 115 µM), for the others: top-dose activation, most hits filed as activators. actives 0.075% (n = 410,000). AID 743266; also: potency is read from the fitted curve at half-maximal effect; nearly all actives have a fitted effect of over 55% in size; some results filed as inactive show a strong effect at the top dose; inactives centre near -15; many of its hits are not listed in these tables
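HEK-293-derived GP2 cells expressing PTHR1 and a GloSensor cAMP reporter, 3,000/well, plated overnight, given luciferin plus IBMX (each 0.5 mM as added) for 1 h at 37 °C, then compound for 1 h at 37 °C. Luminescence was read after 15 min at room temperature.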
CCT chaperon mod – modulators of cytosolic chaperonin (CCT/TRiC) activity; purified chaperonin ATPase assay, HTRF ADP detection, 30 min; activity change, % (no concentration beside the values), hits read low; actives 0.3% (n = 360,000); in the data active = activity change below about -30%; also: % is scaled to controls: 0 for no effect and ±100 for the full control effect
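First, chaperonin was dispensed at 40 nM or 20 nM final depending on batch activity. Next, compounds were pinned at 76 uM and ATP added at 10 uM. After 30 min at 37 °C, ADP detection reagents ran 30 min at ambient temperature.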
D3 antag – antagonists of human D3 dopamine receptor; AID 652054; actives 2.5% (n = 360,000); max response, negative = inhibition, %; D3R cells, DiscoveRx beta-arrestin luminescence, antagonist mode; hits give low values; in the data active = max response below about -50%; inconclusive = no clear call, values can overlap the other calls; also: % is scaled to controls: 0 for no effect and ±100 for the full control effect; mostly tested at two doses, the higher about 12 µM
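Cells expressing the human receptor were seeded at 1500 cells/well, incubated overnight at 37 degrees C in 5% CO2, then exposed to library compounds with dopamine controls for 90 minutes at 37 degrees C before luminescent detection.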
pAkt inh – inhibitors of Akt phosphorylation. Neuro2A IGF-stimulated pAkt S473 HTRF, 20 min; hits give low values. activity change, % for hits at 50 µM. actives 0.32% (n = 360,000); in the data active = activity change below about -80%; inconclusive = mostly about -51% to -80%; also: % is scaled to controls: 0 for no effect and ±100 for the full control effect
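Single-point screen (50 µM final compound) in Neuro2A cells stimulated 20 min with 6 nM IGF at 37 deg C. After lysis, Ser473-phosphorylated Akt read by HTRF (ex 330 nm, em 615/665 nm) as the 665/615 ratio.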
Active calls of the source: *; i = inactive; ? = inconclusive; . = not tested or not shown; [ ] = dose if it differs, or a comment. Unless noted, calls follow the shape of the dose curve; as a rule, active = well fitted curve in the direction sought with a large enough effect; inconclusive = small, poorly fitted or top-dose-only effect, or another doubt; inactive = no such curve, though single readings can be large; an effect the other way counts as inactive or inconclusive.

SMILES | EPAC2 antag | DRD3 agonist | MmCpn inh | EPAC2 agonist | PTHR1 ag | CCT chaperon mod | D3 antag | pAkt inh
O=C(CNC(=O)c1cccs1)NCC(=O)OCc1ccc(Cl)cc1Cl | 5% | 3 | 0% | 7% | i | -1.4 | 9 | i
FC(F)(F)c1n[nH]c(=S)n1/N=C/c1ccco1 | 4% | 2 | 0% | 11% | i | -5.0 | -9 | i
CCOC(=O)C1=NN(c2ccccc2)C2=NC(C)=C(C(=O)OC)C(c3ccc(C)cc3)N12 (stereo not given) | -11% | -4 | -2% | -2% | -12% | 0.0 | -4 | i
CCOC(=O)N1CCN(S(=O)(=O)N2CCCC(C(=O)NCCc3ccc(OC)c(OC)c3)C2)CC1 (stereo not given) | 0% | -3 | 1% | 8% | -8% | -0.3 | 2 | i
O=[N+]([O-])c1cccnc1N/N=C/c1ccccc1O | 8% | 3 | 0% | 0% | -23% | 2.0 | 1 | i
O=C1[C@H]2[C@@H](c3ccccc3)N[C@]3(CCCN(Cc4ccc(F)cc4)C3=O)[C@H]2C(=O)N1Cc1ccccc1 | 6% | -5 | . | 18% | -5% | -0.3 | 0 | i
Cc1cccc2cc(COC(=O)C3CCCCC3)c(=O)[nH]c12 | 20% | 2 | 0% | 0% | i | -0.1 | 16 | i
CN(c1ccccc1)c1nccc(=O)[nH]1 | 0% | 7 | . | 11% | i | -4.0 | -11 | i
Cn1c(=O)c(N)c2c3c(c(Br)ccc31)C(=O)c1ccccc1-2 | 30% | 6 | -1% | ? | -5% | 0.1 | 16 | i
COc1cc(OC)c(C(=O)c2ccccc2[N+](=O)[O-])c(OC)c1 | -2% | 5 | . | 4% | i | -0.4 | 18 | i
CCOC(=O)CN1CC23C=CC(O2)C(C(=O)Nc2ccc4c(c2)OCO4)C3C1=O (stereo not given) | -15% | 3 | -1% | 3% | -18% | -3.2 | 16 | i
COc1ccc(S(=O)(=O)N2C3CCC2CC(NC(=O)NC2CCCCC2)C3)cc1 (stereo not given) | -4% | -2 | 0% | 9% | i | 0.3 | 12 | i
O=C(c1ccco1)N1CCN(c2ccc(F)cc2)CC1 | 5% | 2 | 0% | 6% | i | -3.2 | 19 | i
O=C(c1ccc(CN2CCc3ccccc3C2)cc1)N1CCN(c2ccc(F)cc2)CC1 | 7% | -9 | . | 13% | -23% | 5.0 | -65* | i
O=C(COC(=O)CSc1ccc([N+](=O)[O-])cc1)NCCCc1ccccc1 | 6% | 3 | -1% | -1% | i | 3.5 | 7 | i
Cc1ccc(NC2c3ncccc3C(=O)N2C2CCCCC2)cc1 (stereo not given) | 11% | -11 | -2% | 5% | i | 1.8 | -20 | i
C[C@@H]1CN([C@@H](C)CO)S(=O)(=O)c2ccc(Br)cc2O[C@@H]1CN(C)C(=O)NC1CCCCC1 | -1% | -10 | . | 16% | -18% | -1.9 | -15 | i
O=C(CN1CCCCCC1)NCc1ccccc1 | 0% | -9 | -1% | 8% | i | -2.4 | 10 | i
CC(=Nc1ccccc1C(F)(F)F)c1ccncc1 | 10% | -6 | 3% | 7% | i | 1.6 | 25 | i
COc1ccc(OC)c(NC(=O)Nc2ccc3c(c2)OCO3)c1 | 0% | -10 | 1% | 15% | -3% | -4.2 | -12 | i
O=C(CSc1nc2ccccc2c(=O)n1-c1ccc(Cl)cc1)c1ccco1 | 3% | 4 | -2% | 1% | i | -0.9 | 1 | i
COc1ccc(CCNC(=O)Cn2nnc(C(=O)Nc3cccc(C)c3C)c2N)cc1OC | 4% | 0 | 4% | -1% | -9% | 2.6 | -14 | i
Cc1ccc(C(=O)N2CCN3C(=O)c4ccccc4C23c2ccc(Cl)cc2)cc1 (stereo not given) | 13% | -11 | 1% | 16% | -3% | 4.0 | -24 | i
CC(=O)c1ccc(N2Cc3ccccc3/C2=N\C(=O)Nc2ccc(Cl)cc2)cc1 | -2% | -6 | -1% | 0% | i | 0.9 | -8 | i
CC1=CC(C)(C)NC(=S)N1C(C)c1ccccc1 (stereo not given) | ? | -1 | 1% | 11% | -6% | -0.2 | -20 | i
New compounds follow.
SMILES | EPAC2 antag | DRD3 agonist | MmCpn inh | EPAC2 agonist | PTHR1 ag | CCT chaperon mod | D3 antag | pAkt inh
Clc1nc(Cl)nc(-c2cn(-c3ccccc3)c3ccccc23)n1 | 2% | -1 | 0% | 5% | -2% | -1.3 | -8 | i
Cc1ccc(S(=O)(=O)N2CCOCC2)cc1NC(=O)C1=NN(c2ccccc2)C(=O)CC1 | 4% | -9 | -2% | 7% | i | 1.6 | 4 | .
COc1cccc(CNC(=O)C2CCC(CNc3nc(=S)[nH]c4ccccc34)CC2)c1 (stereo not given) | 9% | -6 | -3% | -4% | i | -9.0 | -19 | i
CCSc1ccccc1C(=O)Nc1cccnc1 | 0% | -5 | 1% | 6% | -29% | 0.6 | -22 | i
COCCNC(=S)N/N=C(\C)c1ccccc1F | -1% | -1 | 0% | 1% | -15% | -9.9 | -15 | i
CCCN1CN(CCc2ccccc2)CNC1=S | -4% | 7 | -2% | 7% | -23% | -1.1 | -29 | i
CCC1=Nc2cc(C(=O)NCCCOC)ccc2Sc2ccccc21 | 9% | -5 | 1% | 1% | i | 0.8 | -10 | i
Cc1ccccc1C(=O)O/N=C/c1c(N2CCOCC2)n(C)c2ccccc12 | -5% | 25 | -1% | 12% | -11%[57.5 µM] | -0.6 | 24 | i
COc1ccccc1N1CCN(C(c2ccc(C)cc2)c2nnnn2C(C)C)CC1 (stereo not given) | -1% | -2 | 2% | 0% | i | -0.6 | -2 | i
CCOC(=O)c1c(NC(=O)Cn2nc(C(F)(F)F)cc2C)sc2c1CCC2 | -10% | 6 | 0% | 6% | i | 1.1 | 11 | i
CCOC(=O)c1ccc(N2C(=O)CC(N(C)CCc3ccc(OC)c(OC)c3)C2=O)cc1 (stereo not given) | -9% | 1 | 0% | 0%[15.6 µM] | i | 2.4 | -24 | .
CCCC(=O)Nc1ccc2nc(C)n(Cc3ccccc3Cl)c(=O)c2c1 | -2% | 4 | -2% | 22% | -15% | 1.3 | -9 | i
CN1CCN(c2ccccc2/C=C2/C(=O)Nc3ccccc32)CC1 | 7% | -18 | 2% | 12% | i | -4.7 | ? | i
Cc1cc(OCC(=O)N2CCN(c3ncccn3)CC2)ccc1Cl | 5% | 1 | 0% | 0% | -19% | 1.4 | -4 | i
CC1CCCCC1NC(=O)C1CCN(c2c3c(nc4ncnn24)CCC3)CC1 (stereo not given) | 1% | 13 | 0% | 8% | i | -2.9 | 5 | i
CC(=O)c1cn(CC(=O)Nc2ccccc2C)c2ccccc12 | -3% | 10 | -1% | -5% | -28%[57.5 µM] | -0.9 | ? | -111%*
Cc1nn(C)cc1CN(C)Cc1c(C(=O)N(C)Cc2ccccc2)nc2ccccn12 | -2% | -5 | -4% | 2% | -5% | -0.3 | -18 | i
O=C(Nc1ccc(Cl)cc1)OCc1cncs1 | -7% | -5 | 0% | 6% | -23% | -1.0 | 9 | i
CCn1ccnc1C(O)c1cccc(OC)c1OC (stereo not given) | 7% | -4 | 0% | 15% | 9% | -1.5 | 0 | i
O=C1CS/C(=C/C(=O)c2ccccc2)N1 | 0% | 2 | -2% | 11% | -19%[57.5 µM] | -2.4 | ? | i
CC(C)n1ncc2c(C(=O)NCCOc3ccccc3F)cc(C3CC3)nc21 | -15% | -5 | 0% | 0% | -14% | -6.2 | ? | i
CCC(C)NC(=O)c1cc(-c2ccc(OC)cc2)on1 (stereo not given) | 23% | -23 | 0% | 9% | -31%[inhibitor] | -2.4 | -2 | i
Cc1cc(Cl)ccc1OC(C)C(=O)OCC(=O)c1ccc[nH]1 (stereo not given) | -12% | 6 | -5% | -11% | i | 2.4 | 0 | i
O=C(C(=O)N1CCC(c2ccccc2)CC1)c1cccc([N+](=O)[O-])c1 | -6% | -2 | . | 11% | -34%[inhibitor] | . | -14 | i
CC(O)(c1ccccc1)c1nc(/C=C/c2ccccc2)cs1 (stereo not given) | 3% | -16 | . | 14% | -31%[inhibitor] | -0.8 | -62* | i

Looked up above.
DRD3 agonist, CCC1=Nc2cc(C(=O)NCCCOC)ccc2Sc2ccccc21 = -5
MmCpn inh, CN1CCN(c2ccccc2/C=C2/C(=O)Nc3ccccc32)CC1 = 2%
D3 antag, CCCN1CN(CCc2ccccc2)CNC1=S = -29
EPAC2 agonist, CCOC(=O)c1ccc(N2C(=O)CC(N(C)CCc3ccc(OC)c(OC)c3)C2=O)cc1 (stereo not given) = 0%[15.6 µM]

Additional records follow:
SMILES | EPAC2 antag | DRD3 agonist | MmCpn inh | EPAC2 agonist | PTHR1 ag | CCT chaperon mod | D3 antag | pAkt inh
COc1ccc(C2=Cc3ccccc3C(CC(=O)C3CC3)N2c2ccc(-c3cc(OC)c(OC)c(OC)c3)cc2)cc1 (stereo not given) | 18% | -5 | . | -2% | i | 1.1 | -13 | i
COc1ccc(NC(=O)c2cccc3c(-c4ccc(OC)cc4C)coc23)cc1 | -2% | 12 | . | 3% | i | -0.1 | 67 | i
O=C(CN1C(=O)NC2(CCCCCCC2)C1=O)Nc1ccc(Br)cc1 | 1% | 3 | 3% | 4% | -23% | 0.8 | -13 | i
Cc1ccc(Nc2cc(C)nc(NCc3ccccc3)n2)cc1 | -2% | -7 | 0% | 13% | i | -1.3 | -15 | i
CCCN1C(C)C(C(=O)OCC)=CN(Cc2cccc(I)c2)S1(=O)=O (stereo not given) | -11% | -17 | 0% | -4% | -8% | 0.7 | 22 | i
CCOC(=O)c1nnsc1-c1ccc(-c2snnc2C(=O)OCC)cc1 | 9% | -1 | 1% | -2% | i | -4.6 | -8 | i
COc1ccc(NC(=O)CN(C)S(=O)(=O)c2ccccc2)c([N+](=O)[O-])c1 | 7% | 4 | -1% | -18% | -19% | 0.1 | -25 | i
Cc1ccc(-n2c(SCC(N)=O)nc3c(c2=O)C2(CCCC2)Cc2ccccc2-3)cc1 | -8% | -17 | -5% | 5% | -30%[inhibitor] | -2.6 | 0 | i
CCCCNC(=O)CCCn1c(=O)[nH]c2ccc(Br)cc2c1=O | -4% | 0 | -1% | 0% | i | -2.5 | 17 | i

Part of the list above, with tabs:
smiles	EPAC2 antag	DRD3 agonist	MmCpn inh	EPAC2 agonist	PTHR1 ag	CCT chaperon mod	D3 antag	pAkt inh
O=C(CN1C(=O)NC2(CCCCCCC2)C1=O)Nc1ccc(Br)cc1	1%	3	3%	4%	-23%	0.8	-13	i
Cc1ccc(Nc2cc(C)nc(NCc3ccccc3)n2)cc1	-2%	-7	0%	13%	i	-1.3	-15	i

Not all compounds are listed. The share of hits here may be higher or lower than overall.
